Arrestin-AP2 inh = human beta-arrestin and AP2 interaction inhibition | FITC-arrestin peptide / GST-AP2 beads, flow cytometry; AP2 beta2 appendage carries R879A mutation | inhibition, % at 10 µM | hit rate 0.31% among 340,000;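 active = inhibition above a set limit, near 3 SD of compounds lacking own fluorescence, cut at about 54% in these data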;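 note: plate controls were DMSO wells for no effect and 5 µM unlabelled arrestin peptide for full effect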
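Test system: GST-tagged AP2 beta2-adaptin appendage (R879A) on 4 µm glutathione beads; also added: fluorescein-tagged arrestin peptide at 50 nM final; timing: 12 min plus 1 h, RT; signal: flow cytometry, FL1 (488/535 nm); read-out: percent drop in bead-associated FITC signal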
V-ATPase pH = alters yeast V-ATPase proton transport | S. cerevisiae, pHLuorin cytosolic pH fluorescence | response, % at 10 µM | hit rate 0.37% among 350,000 | AID 504577; in the data active = response mostly above about 7.3%, no sharp cut-off; inactive = mostly below about 5.4%; note: actives read high; inactives centre near 0; some compounds called inactive have numbers as strong as hits; reference of the scale not given here
HTR5A inv ag = inverse agonist of human HTR5A in OPRM1-OPRD1 counter-screen; P47898; HTR5A cell line, luminescence, inverse agonism; inhibition, % at 9.3 µM; hit rate 0.083% among 340,000; AID 504634; in the data active = inhibition mostly above about 23%, no sharp cut-off; inactive = mostly below about 18%;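 note: 0% = cells with DMSO and 100% = no-cell wells with DMSO; some compounds called inactive have numbers as strong as hits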
PKA-R1A activ = activates the PKA-R1A holoenzyme complex | P00514+P68181 | PKA-R1A dissociation, Cy5-IP20 fluorescence polarization; scaled: DMSO 0%, 113 µM cGMP 100% | activation, % at 11.4 µM | hit rate 0.083% among 340,000 | AID 504707;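 active = percent activation above the mean of all tested compounds plus 3 SD, cut at about 19% in these data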;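 note: higher means more PKAc released from R1A so a rise in polarization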
DAGLB inhibitor = diacylglycerol lipase beta (human) inhibition; Q8NCG7; hit rate 0.059% among 340,000; HEK293T DAGLB membrane lysate, EnzChek fluorogenic substrate; AID 504411; inhibition, % at 5.17 µM; in the data active = inhibition above about 34%;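 note: 0% = enzyme with vehicle and 100% = wells lacking enzyme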
PKA-R2B activ = activates the human PKA-R2B holoenzyme complex; PKA-R2B holoenzyme dissociation, Cy5-IP20 fluorescence polarization; R2B truncated from residue 108, S112A mutant; 0% DMSO only, 100% 113 µM cGMP; activation, % at 11.4 µM; hit rate 0.079% among 340,000; AID 504700;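 active = activation above a cutoff set at the mean over all compounds plus 3 SD, cut at about 18% in these data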;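 note: higher means more holoenzyme dissociation and a rise in polarization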
DSG3 Ab inh = human desmoglein-3 autoantibody binding inhibition; P32926; DSG3-coupled beads, scFv-anti-DSG3-GFP binding, flow cytometry; active compounds read low; binding (percent of control), % at 10 µM; hit rate 0.48% among 310,000;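 active = binding more than 3 SD below its plate's average and above zero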;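 note: hits lower antibody fragment binding to DSG3; some compounds called inactive have numbers as strong as hits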
Target sequence (P32926 whole entry, looked up, the tested form may be a part): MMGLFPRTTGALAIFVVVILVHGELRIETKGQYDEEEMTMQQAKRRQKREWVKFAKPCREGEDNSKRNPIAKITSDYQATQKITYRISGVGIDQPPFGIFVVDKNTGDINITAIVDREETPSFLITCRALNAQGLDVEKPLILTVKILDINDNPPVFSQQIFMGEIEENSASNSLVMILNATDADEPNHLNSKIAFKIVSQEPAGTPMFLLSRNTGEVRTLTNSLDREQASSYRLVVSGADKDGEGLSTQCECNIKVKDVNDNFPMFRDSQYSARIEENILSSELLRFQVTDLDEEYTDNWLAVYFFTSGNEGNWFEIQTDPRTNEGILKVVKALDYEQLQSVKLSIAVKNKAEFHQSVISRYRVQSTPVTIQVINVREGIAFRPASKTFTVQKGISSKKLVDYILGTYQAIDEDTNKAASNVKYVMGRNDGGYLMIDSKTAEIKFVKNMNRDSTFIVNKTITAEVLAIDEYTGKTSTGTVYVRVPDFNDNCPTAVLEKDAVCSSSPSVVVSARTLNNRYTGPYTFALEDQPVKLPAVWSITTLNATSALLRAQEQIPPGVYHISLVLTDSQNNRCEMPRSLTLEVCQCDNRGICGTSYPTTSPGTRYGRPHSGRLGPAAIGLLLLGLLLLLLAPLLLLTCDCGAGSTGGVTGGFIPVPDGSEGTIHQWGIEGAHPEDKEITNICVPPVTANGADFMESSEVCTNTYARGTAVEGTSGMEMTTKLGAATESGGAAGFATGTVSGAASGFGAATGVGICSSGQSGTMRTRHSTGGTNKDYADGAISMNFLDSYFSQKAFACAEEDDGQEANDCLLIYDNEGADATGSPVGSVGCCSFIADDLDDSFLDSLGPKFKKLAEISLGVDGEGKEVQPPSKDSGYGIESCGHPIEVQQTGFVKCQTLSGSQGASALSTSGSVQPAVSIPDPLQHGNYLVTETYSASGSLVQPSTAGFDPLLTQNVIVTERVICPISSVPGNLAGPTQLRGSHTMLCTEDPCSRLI
HTR5A ag = counter-screen for OPRM1-OPRD1 agonists: human HTR5A agonism | P47898 | HTR5A agonist assay, luminescence, cell-based | activation, % at 9.3 µM | hit rate 0.61% among 340,000; in the data active = activation mostly above about 9.5%, no sharp cut-off; inactive = mostly below about 7.6%;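 note: 0% = cells with vehicle only and 100% = reference agonist; strong numbers were not always called active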
OPRM1-OPRD1 ag = OPRM1-OPRD1 heterodimerization agonism. activation, % at 9.3 µM. hit rate 0.3% among 340,000. AID 504326. P35372+P41143. cells, luminescence; in the data active = activation above about 18%;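 note: 0% = vehicle-treated cells and 100% = reference agonist; values of inactives mirror those of a sister screen read the other way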
OPRM1-OPRD1 inv = inverse agonist of human OPRM1-OPRD1 heterodimerization; hit rate 0.21% among 340,000; inhibition, % at 9.3 µM; cell-based MOR-DOR heterodimer luminescence, inverse agonism; AID 504357; P35372+P41143; in the data active = inhibition above about 22%, passing the limit was not always enough;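 note: 0% = cells with DMSO and 100% = wells without cells with DMSO; values of inactives mirror those of a sister screen read the other way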
Numbers without * were called inactive; nt = no result given. This is a random part of the collection; 2.4% or so of the library scored in one or more.

Letter code: A = Arrestin-AP2 inh; B = V-ATPase pH; C = HTR5A inv ag; D = PKA-R1A activ; E = DAGLB inhibitor; F = PKA-R2B activ; G = DSG3 Ab inh; H = HTR5A ag; I = OPRM1-OPRD1 ag; J = OPRM1-OPRD1 inv
> C#CCOCCOCCOCCNc1nc(N2CCN(C(=O)[C@H](CCCN=C(N)N)n3cc(C(N)[C@@H](C)CC)nn3)CC2)nc(N2CCN(C(=O)[C@H](CCCCN)n3cc([C@@H](N)[C@H](C)CC)nn3)CC2)n1 (some centres not stated)
  A: 21 | B: -5 | C: -6 | D: -11 | E: 0 | F: 2 | G: 108 | H: -4 | I: 0.9 | J: -5

> CCN1C(=O)C(CC(=O)Nc2ccccc2)N(Cc2ccccn2)C1=S (configuration not stated)
  A: -4 | B: -2 | C: -7 | D: 3 | E: 1 | F: -8 | G: 105 | H: 2 | I: 1.3 | J: -7

> N#CCSc1ccccc1NC(=O)COc1ccc(-c2nnco2)cc1
  A: -20 | B: 8 | C: -15 | D: 3 | E: -3 | F: 9 | G: 122 | H: 4 | I: -2.1 | J: 11

> Cc1cc(C)c(C)c(S(=O)(=O)NC(C(=O)NCCc2ccco2)C(C)C)c1C (configuration not stated)
  A: 26 | B: 1 | C: 12 | D: 1 | E: -5 | F: 0 | G: nt | H: -5 | I: -2.6 | J: 11

> CC1CCCCC1NC(=O)CCS(=O)(=O)c1ccc2c(c1)NC(=O)CS2 (configuration not stated)
  A: -1 | B: -1 | C: -19 | D: 0 | E: 2 | F: 6 | G: 102 | H: 1 | I: -1.0 | J: 5

> O=C(CC1SC(N2CCCC2)=NC1=O)Nc1ccc(C(=O)NCCOc2ccccc2F)cc1 (configuration not stated)
  A: -7 | B: 1 | C: 5 | D: -3 | E: 0 | F: -9 | G: 103 | H: -2 | I: -2.3 | J: 12

> Cc1ccc(C)c(CN2C(=O)COc3ccccc32)c1
  A: -4 | B: 2 | C: -2 | D: 0 | E: -3 | F: 1 | G: 116 | H: 1 | I: -1.0 | J: 5

> CCOc1cc(CNCc2ccccn2)cc(Cl)c1OCC
  A: -7 | B: 2 | C: 8 | D: -7 | E: 1 | F: -5 | G: 121 | H: -3 | I: 3.7 | J: -18

> COC(=O)c1ccc(CSc2nnc(N)s2)cc1
  A: 5 | B: 3 | C: -20 | D: 3 | E: -6 | F: -1 | G: 96 | H: 8 | I: -2.5 | J: 12

> COc1cc(C(=O)NNC(=O)c2cc(S(=O)(=O)N(C)C)ccc2N2CCCC2)cc(OC)c1OC
  A: 23 | B: -1 | C: -9 | D: 4 | E: -3 | F: -1 | G: nt | H: 4 | I: -1.3 | J: 6

5 entries from above, as tab-separated lines.
mol	Arrestin-AP2 inh	V-ATPase pH	HTR5A inv ag	PKA-R1A activ	DAGLB inhibitor	PKA-R2B activ	DSG3 Ab inh	HTR5A ag	OPRM1-OPRD1 ag	OPRM1-OPRD1 inv
Cc1cc(C)c(C)c(S(=O)(=O)NC(C(=O)NCCc2ccco2)C(C)C)c1C (configuration not stated)	26	1	12	1	-5	0	nt	-5	-2.6	11
CC1CCCCC1NC(=O)CCS(=O)(=O)c1ccc2c(c1)NC(=O)CS2 (configuration not stated)	-1	-1	-19	0	2	6	102	1	-1.0	5
O=C(CC1SC(N2CCCC2)=NC1=O)Nc1ccc(C(=O)NCCOc2ccccc2F)cc1 (configuration not stated)	-7	1	5	-3	0	-9	103	-2	-2.3	12
Cc1ccc(C)c(CN2C(=O)COc3ccccc32)c1	-4	2	-2	0	-3	1	116	1	-1.0	5
CCOc1cc(CNCc2ccccn2)cc(Cl)c1OCC	-7	2	8	-7	1	-5	121	-3	3.7	-18

Next results:
Letter code: A = Arrestin-AP2 inh; B = V-ATPase pH; C = HTR5A inv ag; D = PKA-R1A activ; E = DAGLB inhibitor; F = PKA-R2B activ; G = DSG3 Ab inh; H = HTR5A ag; I = OPRM1-OPRD1 ag; J = OPRM1-OPRD1 inv
> COc1ccc2[nH]c(=O)c(CN(Cc3ccc(C)cc3)Cc3nnnn3CC3CCCO3)cc2c1 (configuration not stated)
  A: 15 | B: -4 | C: 17 | D: -6 | E: 5 | F: -8 | G: 106 | H: -6 | I: -1.9 | J: 11

> Cc1[nH]c2ccccc2c1C(=O)C(=O)N1CCN(c2ccccc2)CC1
  A: -8 | B: 2 | C: -21 | D: -13 | E: 4 | F: -1 | G: 106 | H: 8 | I: 1.0 | J: -4

> COc1ccc(OCc2nnc(SCC(=O)NCC3CCCO3)n2N)cc1 (configuration not stated)
  A: -16 | B: -3 | C: -12 | D: -6 | E: -2 | F: -5 | G: nt | H: 5 | I: -3.1 | J: 12

> O=C(Nc1ccccc1)N1CCSc2cc(Cl)ccc21
  A: 4 | B: -1 | C: 1 | D: 17 | E: -5 | F: -1 | G: 96 | H: 0 | I: -0.6 | J: 3

> CCOC(=O)NN1C(=O)c2ccccc2NC1c1ccccc1O (configuration not stated)
  A: -5 | B: 8 | C: 6 | D: -4 | E: -2 | F: -7 | G: 102 | H: -1 | I: -1.1 | J: 5

> N#CC1=C(N)N2C(=C(C#N)C13CCN(Cc1ccccc1)CC3)Nc1ccccc12
  A: 26 | B: -2 | C: 10 | D: -6 | E: 3 | F: -1 | G: 99 | H: -4 | I: -2.6 | J: 13

> O=C(NCc1ccc(F)cc1)c1cc(S(=O)(=O)N2CCOCC2)ccc1F
  A: -4 | B: 0 | C: -16 | D: -14 | E: 2 | F: 0 | G: 100 | H: 0 | I: -2.1 | J: 12

> COc1cc(OC)cc(C(=O)Nc2ccc(-n3cnnn3)c(C)c2)c1
  A: 12 | B: 7 | C: 6 | D: 1 | E: -3 | F: 8 | G: 91 | H: -3 | I: 0.2 | J: -1

> COc1ccc(N(CC(=O)Nc2ccccc2OC)S(=O)(=O)c2ccccc2)cc1Cl
  A: 5 | B: 2 | C: -3 | D: -10 | E: -1 | F: 1 | G: 117 | H: 1 | I: -2.0 | J: 10

> Cc1onc(C(=O)Nc2ccc3c(c2)OCO3)c1[N+](=O)[O-]
  A: -6 | B: -2 | C: 3 | D: -11 | E: 0 | F: 0 | G: 100 | H: 14* | I: -1.4 | J: 7

> Cc1nn(Cc2c(Cl)cccc2Cl)c(Cl)c1/C=N/NC(=O)c1cccnc1
  A: 7 | B: 6 | C: 11 | D: -3 | E: 1 | F: 10 | G: 88 | H: -1 | I: 0.9 | J: -5

> O=C(CN1CCN(C(C(=O)Nc2ccc(Cl)cc2C(F)(F)F)c2ccccc2)CC1)NC1CC1 (configuration not stated)
  A: 0 | B: 1 | C: -14 | D: -6 | E: 0 | F: -1 | G: 105 | H: 6 | I: 8.8 | J: -36

> Cc1cc(N2CCN(C)CC2)nc2ccc(NC(=S)NCCN3CCc4ccccc4C3)cc12
  A: -8 | B: -2 | C: 10 | D: 2 | E: 2 | F: 1 | G: 103 | H: -1 | I: -3.5 | J: 18

> CCc1ccccc1NC(=S)NCc1ccc2c(c1)OCO2
  A: -7 | B: 1 | C: 0 | D: -4 | E: 2 | F: -10 | G: 101 | H: 0 | I: -1.9 | J: 11

> CCOC(=O)c1ccc(N=C2SC(C(=O)NC)CC(=O)N2CCc2ccccc2)cc1 (configuration not stated)
  A: 5 | B: -1 | C: -38 | D: -1 | E: -4 | F: 0 | G: nt | H: 2 | I: 2.8 | J: -14

> CNS(=O)(=O)c1ccc(C)cc1
  A: -9 | B: -3 | C: 3 | D: -2 | E: 0 | F: -4 | G: 108 | H: -2 | I: -2.3 | J: 12

> COc1ccc2c(C)c(CC(=O)N3CCN(C(=O)C4COc5ccccc5O4)CC3)c(=O)oc2c1 (configuration not stated)
  A: -3 | B: -3 | C: 18 | D: -10 | E: 0 | F: -2 | G: nt | H: 2 | I: -2.0 | J: 10

> Cc1cccc(NC(=O)COc2ccccc2C)n1
  A: 25 | B: -3 | C: 0 | D: -5 | E: -5 | F: 1 | G: 97 | H: 3 | I: 1.5 | J: -8

> O=C(CCC(=O)c1cccs1)OCC(=O)c1ccccc1F
  A: -6 | B: 6 | C: -10 | D: -8 | E: -2 | F: 4 | G: 102 | H: 4 | I: -3.6 | J: 19

> CC(=O)c1c(O)c(C)c(-c2ccccc2)n(-c2ccccc2)c1=O
  A: 11 | B: -3 | C: -2 | D: 4 | E: 0 | F: 4 | G: 122 | H: 4 | I: 4.2 | J: -19

> c1ccc(-c2cc3c(nn2)CCc2nonc2-3)cc1
  A: 0 | B: -3 | C: 9 | D: -7 | E: -1 | F: 0 | G: nt | H: -2 | I: -2.8 | J: 12

> CC1(C)Cc2c(ccc3ccccc23)C(c2cc3ccccc3oc2=O)=N1
  A: 2 | B: 1 | C: 0 | D: -1 | E: -4 | F: -4 | G: 88 | H: 0 | I: -0.5 | J: 2

> CCOC(=O)C(Cc1ccc(NC(=O)/C(=C/c2ccccc2)NC(=O)c2ccccc2)cc1)N1C(=O)c2ccccc2C1=O (configuration not stated)
  A: -7 | B: 2 | C: -21 | D: 5 | E: 3 | F: 1 | G: nt | H: -5 | I: -0.8 | J: 5

> Cc1nn(C(=O)CNC(=O)c2ccccc2)c(C)c1C
  A: 11 | B: -2 | C: -10 | D: -9 | E: -1 | F: -3 | G: 110 | H: 4 | I: -1.6 | J: 8

> O=C(O)Cn1cc(C(=O)c2cccs2)c2ccccc21
  A: -5 | B: 3 | C: 19 | D: -11 | E: -2 | F: -2 | G: 101 | H: 0 | I: -2.7 | J: 14

> COc1ccc(N=C2SC(CC(=O)Nc3ccccc3)C(=O)N2CCc2ccccn2)cc1 (configuration not stated)
  A: 7 | B: 0 | C: 20 | D: 2 | E: -3 | F: 0 | G: 79 | H: 4 | I: 1.8 | J: -9

> Cc1noc(C)c1COc1ccccc1C(=O)N(C)CC(=O)Nc1cccc(F)c1
  A: -9 | B: -1 | C: -20 | D: 2 | E: -3 | F: 6 | G: 97 | H: 7 | I: 0.7 | J: -4

> CCc1cccc(NC(=O)NC2CCCCC2)c1
  A: 3 | B: -4 | C: -35 | D: -4 | E: -3 | F: -4 | G: 99 | H: 4 | I: 2.5 | J: -15

> CCOC(=O)c1cnn(C(=O)c2ccccc2)c1N
  A: 10 | B: 1 | C: -11 | D: 3 | E: -4 | F: -2 | G: 101 | H: 5 | I: -1.4 | J: 7

> Cc1cc(OCC(=O)N2CCC(O)(c3ccc(Cl)cc3)CC2)c2c(C)cc(=O)oc2c1
  A: 19 | B: -1 | C: 9 | D: 0 | E: -4 | F: 0 | G: 108 | H: 0 | I: -0.5 | J: 3

> O=C(NC1CCCC1)C(c1cccs1)N(C(=O)c1csnn1)c1ccccc1F (configuration not stated)
  A: -8 | B: -2 | C: -4 | D: 3 | E: 0 | F: 1 | G: 98 | H: -1 | I: 0.7 | J: -6

> CCN1C(=O)CC(Sc2ccccc2C(=O)O)C1=O (configuration not stated)
  A: 4 | B: -3 | C: 19 | D: 8 | E: 2 | F: 1 | G: 101 | H: 3 | I: -1.0 | J: 5

Screening results: PubChem BioAssay, several laboratories
